# UGM FP inh – M. tuberculosis UGM enzyme inhibitors, primary screen, biochemical, fluorescence polarization, single point; UDP-galactopyranose mutase (Mycobacterium tuberculosis (strain ATCC 25618 / H37Rv)), …; purified UGM, fluorescence polarization probe displacement; inhibition, % at 10 µM; 0.06% of 320,000 active; in the data active = inhibition above about 10%, passing the limit was not always enough; inconclusive = no clear call, values can overlap the other calls
# Target sequence (P9WIQ1 whole entry, looked up): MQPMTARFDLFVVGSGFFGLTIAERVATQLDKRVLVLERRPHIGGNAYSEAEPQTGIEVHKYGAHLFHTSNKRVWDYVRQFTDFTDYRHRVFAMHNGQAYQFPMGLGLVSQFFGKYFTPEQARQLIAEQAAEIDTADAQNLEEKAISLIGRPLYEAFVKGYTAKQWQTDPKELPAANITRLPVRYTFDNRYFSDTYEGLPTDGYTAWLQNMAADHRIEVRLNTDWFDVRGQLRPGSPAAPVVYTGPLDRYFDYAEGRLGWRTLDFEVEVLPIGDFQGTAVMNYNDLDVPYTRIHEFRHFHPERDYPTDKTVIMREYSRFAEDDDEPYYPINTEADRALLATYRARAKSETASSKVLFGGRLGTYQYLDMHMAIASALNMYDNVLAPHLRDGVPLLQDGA
# MazEF act – activators of E. coli MazEF toxin-antitoxin RNase, primary screen, biochemical, fluorescence, uHTS; Endoribonuclease toxin MazF (Escherichia coli (strain K12)), P0AE70; 0.32% of 350,000 active; FAM/BHQ RNA-DNA oligo cleavage fluorescence, 5 h; activation, % at 20 µM; in the data active = activation above about 50%
# Target sequence (P0AE70 whole entry, looked up): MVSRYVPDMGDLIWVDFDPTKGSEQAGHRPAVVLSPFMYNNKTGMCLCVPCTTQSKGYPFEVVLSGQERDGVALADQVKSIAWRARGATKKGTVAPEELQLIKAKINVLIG
# BoNT-F LC inh – BoNT/F light chain protease inhibitors, primary screen, biochemical, flow cytometry, MLPCN library. 0.22% of 360,000 active. AID 588497, 2011. Multiplex microsphere protease cleavage assay. inhibition, % at 10 µM; in the data active = inhibition above about 35%, passing the limit was not always enough; inconclusive = no clear call, values can overlap the other calls; note: plate controls were buffer without enzyme for full effect and enzyme alone for no effect
# CCHF vOTU inh – CCHFV vOTU protease inhibitors, primary screen, biochemical, Pep-AMC substrate, fluorescence; Crimean-Congo hemorrhagic fever virus L polyprotein viral ovarian tumor (vOTU) protease …; inhibition, % at 11.5 µM; 0.55% of 370,000 active; AID 651958, 2012; note: 0% = vehicle wells with enzyme and 100% = no enzyme wells
# Mtb FBA inh – Mtb FBA enzyme inhibitors, primary screen, biochemical, fluorescence, strain H37Rv; purified M. tuberculosis FBA, fluorescence read-out; Fructose-bisphosphate aldolase (Mycobacterium tuberculosis (strain ATCC 25618 / H37Rv)), …; 2.3% of 360,000 active; inhibition, % at 1 µM; AID 588726, 2011; in the data active = inhibition above about 27%;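 note: 0% = vehicle and 100% = reference inhibitor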
# GDH-TPI inh – GDH-TPI coupling enzyme inhibitors, primary screen, artefact control for M. tuberculosis FBA inhibitor project, biochemical, absorbance, full deck. GDH-TPI coupled enzyme counterscreen, NADH absorbance. inhibition, % at 4.8 µM. 1.2% of 360,000 active;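 note: 0% = DMSO wells and 100% = wells lacking the enzyme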
# VHR inh abs – VHR1 phosphatase inhibitors, primary screen, biochemical, absorbance, uHTS; Dual specificity protein phosphatase 3 (Homo sapiens), P51452; recombinant VHR phosphatase, pNPP absorbance; inhibition, % at 13.3 µM; 0.52% of 290,000 active; in the data active = inhibition above about 50%; note: some compounds called inactive have numbers as strong as hits
# Target sequence (P51452 whole entry, looked up): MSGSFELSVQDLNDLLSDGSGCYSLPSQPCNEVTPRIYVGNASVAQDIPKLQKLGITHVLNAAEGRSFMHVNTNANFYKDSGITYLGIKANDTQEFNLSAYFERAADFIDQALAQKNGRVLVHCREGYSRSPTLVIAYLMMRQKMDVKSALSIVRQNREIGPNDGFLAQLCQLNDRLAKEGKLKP
# FadD28 binding – inhibitors of FadD28 bisubstrate probe binding, primary screen, biochemical, fluorescence polarization, single point. Mycobacterium tuberculosis FadD28 fatty-acid-AMP ligase. inhibition, % at 12.5 µM. 0.22% of 360,000 active; in the data active = inhibition above about 8.5%, passing the limit was not always enough; inconclusive = no clear call, values can overlap the other calls
# Rv3671c inh – Rv3671c serine protease inhibitors, primary screen, biochemical, fluorescence polarization, M. tuberculosis H37Rv; 0.048% of 320,000 active; inhibition, % at 5.96 µM; P9WHR9; AID 2606, 2010; in the data active = inhibition above about 38%;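 note: extracellular domain of Rv3671c used as enzyme; 0% = enzyme with DMSO and 100% = no enzyme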
# Target sequence (P9WHR9 whole entry, looked up, the tested form may be a part): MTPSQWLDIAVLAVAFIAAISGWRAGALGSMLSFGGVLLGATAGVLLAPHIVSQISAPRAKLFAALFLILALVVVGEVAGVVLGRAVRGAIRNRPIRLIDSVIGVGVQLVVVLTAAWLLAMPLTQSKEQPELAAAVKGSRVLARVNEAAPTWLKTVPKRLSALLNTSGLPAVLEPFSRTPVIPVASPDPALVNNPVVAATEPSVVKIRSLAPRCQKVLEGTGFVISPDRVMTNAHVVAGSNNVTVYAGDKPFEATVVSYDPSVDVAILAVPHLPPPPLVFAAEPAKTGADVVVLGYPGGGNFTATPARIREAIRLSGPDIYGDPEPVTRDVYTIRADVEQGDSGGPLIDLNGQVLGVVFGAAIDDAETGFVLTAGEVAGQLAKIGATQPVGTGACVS
# BioA inh – M. tuberculosis BioA enzyme inhibitors, primary screen, biochemical, plate reader, single point, HTS; purified M. tuberculosis BioA enzyme; inhibition, % at 9.99 µM; 0.096% of 360,000 active; in the data active = inhibition above about 40%; inconclusive = no clear call, values can overlap the other calls
# Active calls of the source: *; ? = inconclusive; / = no result given. Cut-off read from the data, not from the text of the source, unless noted: active = inhibition above about 30%; inactive = the rest.
SMILES,UGM FP inh,MazEF act,BoNT-F LC inh,CCHF vOTU inh,Mtb FBA inh,GDH-TPI inh,VHR inh abs,FadD28 binding,Rv3671c inh,BioA inh
CN(NC(=O)Nc1ccc(Cl)cc1)c1c(Cl)c(Cl)nn1C,-5.6,2,-3,-4,-7,0,11,-3.1,3,-0.7
O=C(O)CN1C(=O)C2C3C=CC(C2C1=O)C1C(=O)N(CC(=O)O)C(=O)C31 (centres undefined),2.3,-9,-2,14,-6,1,-9,-0.3,0,/
Cc1cc(C)c(C(N)=O)c(Cl)n1,-1.0,-4,-1,-2,-3,6,-16,-4.2,-2,/
C=CCSc1nc2c(c(=N)n1CC=C)C1CCCC1S2 (centres undefined),1.2,2,8,15,0,4,1,0.2,-4,/
COc1ccc(Cl)cc1C(=O)NNC(=O)c1ccc(F)c(S(=O)(=O)N2CCOCC2)c1,-5.2,8,-7,8,-2,12,/,0.8,-1,-0.6
Cc1ccc(NC(=O)COc2ccccc2)cc1S(=O)(=O)N1CCCCCC1,1.2,-7,13,3,2,7,/,1.8,-6,-0.5
O=C(N/N=C/c1c[nH]c2ccccc12)c1ccc2c(c1)OCCO2,-1.4,10,-23,18,1,28,-5,1.6,-1,-1.4
COc1ccc(NC(=O)CN(C)CC(=O)NC(=O)NC2CCCCC2)cc1,0.5,2,3,38*,-2,6,/,1.6,-1,2.7
COc1ccc(-c2nn(-c3ccccc3F)cc2CNCCn2nc(C)cc2C)cc1,-0.5,0,-4,4,-1,-2,-1,0.0,-12,/
CCCC(C)(C)C(=O)N1CCC1(C)C(=O)NS(=O)(=O)c1ccc(Br)cc1 (centres undefined),/,/,-2,19,2,-4,/,-1.0,/,0.0
CN(C(=O)c1cccc(NC(=O)Cc2cccc(NC(=O)C3CCN(S(=O)(=O)c4cccc([N+](=O)[O-])c4)CC3)c2)c1)C1CC1,/,-2,-2,-1,-1,-11,/,-5.3,/,3.6
COc1ccc(-c2c(C)c3ccc(OCC(C)=O)cc3oc2=O)cc1,3.5,/,/,/,/,/,14,/,-15,10
Cc1cccc(OCC(=O)O/N=C(\N)c2ccncc2)c1,4.3,3,-14,5,1,-2,-32,0.1,6,-0.4
COc1ccccc1N1CCN(S(=O)(=O)CCNC(=O)c2cc(=O)c3ccccc3o2)CC1,-1.9,4,0,-9,-2,-2,8,-4.8,1,4.0
S=C(NCCc1cnc[nH]1)NC1CCCC1,-1.2,-4,-8,2,0,-4,10,-4.9,1,/
COc1ccc(-c2cc3ccccc3oc2=O)cc1NC(=O)c1ccc([N+](=O)[O-])o1,0.5,4,1,0,3,15,28,0.4,-4,/
COC(=O)[C@H](CCSC)NC(=O)Nc1ccc(OC)c(Cl)c1,1.0,3,-11,1,1,-3,1,-3.3,6,1.0
O=C1COCCOCCOCC(=O)NCCN1,1.0,-2,-6,11,1,-4,10,-0.6,4,/
Cc1cccc(NC(=O)c2cc(C)nc3ccccc23)c1,-0.1,10,14,-3,3,-5,-20,-1.9,-3,3.1
C[C@H](NS(=O)(=O)c1ccc2c(c1)OCCCO2)C(=O)N1CCN(Cc2ccc(C#N)cc2)CC1,-2.4,-2,0,-16,3,3,/,-1.2,-4,-0.7
Cc1cc(NC(=O)CCC(=O)N(c2cccnc2)C(C(=O)NC2CCCC2)c2ccccc2F)no1 (centres undefined),0.6,2,/,-1,/,/,12,/,-7,/
O=C(NCc1cc(Cl)cc(Cl)c1)c1ccc2sc([C@@H]3O[C@H](CO)[C@H](O)[C@H](O)[C@H]3O)nc2c1,/,/,-6,-16,-1,-1,/,-1.2,/,0.4
COc1cc(NC(=O)COC(=O)Cn2cnc3c2c(=O)n(C)c(=O)n3C)cc(OC)c1,/,7,1,1,2,9,/,-1.5,0,7.6
CC(=O)NCCNc1nc2cc(-c3ccccc3CO)sc2c(=O)n1C,/,/,-2,22,0,-1,/,-1.4,/,-0.6
Cc1ccc(/C=C(\C#N)C(=O)Nc2cccc(C)n2)cc1,-2.2,4,-9,-4,-7,3,24,-1.9,3,0.7
Cc1cc(Br)ccc1NC(=O)CNC(=O)CNc1cccc([N+](=O)[O-])c1,-0.2,-4,11,5,1,-1,/,-0.4,5,-4.9
Nc1cc(Cl)ccc1C(=O)OCC(=O)NCC1CCCO1 (centres undefined),4.7,-1,-2,-56,53*,15,/,0.3,-5,-1.7
Cc1cccc(NC(=O)COC(=O)c2ccc3nc(C)c(C)nc3c2)c1,3.4,5,-11,-6,1,-1,/,1.0,-3,0.0
Cc1cccc(CN(C)C)c1OC(=O)N(C)C,-1.0,-5,6,0,-1,8,-24,0.0,-6,-0.4
O=C(Nc1ncccc1O)c1cccc(S(=O)(=O)N2CCCC2)c1,-1.0,6,3,20,5,6,/,-1.5,-5,-0.9
CC(C)NC(=O)CCCc1ccccc1,-0.7,-2,-26,-10,-3,16,14,-0.9,-1,-0.7
CCN(CC)CCCNC(=O)c1cc(-c2ccc(O)cc2)on1,3.4,7,-2,-5,-2,2,-4,-1.4,2,0.1
COc1ccc([C@H]2[C@H](C(=O)C(C)(C)C)N3N=Cc4ccccc4C3[C@]23N=C(c2ccccc2)OC3=O)cc1 (some centres undefined),-2.2,9,-2,3,3,8,4,-2.8,-8,-1.0
Cc1ccc(CN2C3=NCCN3c3ccccc32)cc1,-1.8,5,1,-10,2,-5,26,-4.5,-2,/
O=[N+]([O-])c1ccccc1OCCCN1CCc2ccccc2C1,2.0,2,/,1,1,7,13,-1.1,-4,-0.1
CC(C)(C)c1nc2ccccc2c2nnc(SCC(=O)NCc3ccco3)n12,-1.4,0,-1,12,-4,7,4,-1.5,-6,5.0

# In a second layout: 4 of the compounds above
> Cc1cccc(CN(C)C)c1OC(=O)N(C)C
  UGM FP inh: -1.0
  MazEF act: -5
  BoNT-F LC inh: 6
  CCHF vOTU inh: 0
  Mtb FBA inh: -1
  GDH-TPI inh: 8
  VHR inh abs: -24
  FadD28 binding: 0.0
  Rv3671c inh: -6
  BioA inh: -0.4
> O=C(Nc1ncccc1O)c1cccc(S(=O)(=O)N2CCCC2)c1
  UGM FP inh: -1.0
  MazEF act: 6
  BoNT-F LC inh: 3
  CCHF vOTU inh: 20
  Mtb FBA inh: 5
  GDH-TPI inh: 6
  VHR inh abs: /
  FadD28 binding: -1.5
  Rv3671c inh: -5
  BioA inh: -0.9
> CC(C)NC(=O)CCCc1ccccc1
  UGM FP inh: -0.7
  MazEF act: -2
  BoNT-F LC inh: -26
  CCHF vOTU inh: -10
  Mtb FBA inh: -3
  GDH-TPI inh: 16
  VHR inh abs: 14
  FadD28 binding: -0.9
  Rv3671c inh: -1
  BioA inh: -0.7
> CCN(CC)CCCNC(=O)c1cc(-c2ccc(O)cc2)on1
  UGM FP inh: 3.4
  MazEF act: 7
  BoNT-F LC inh: -2
  CCHF vOTU inh: -5
  Mtb FBA inh: -2
  GDH-TPI inh: 2
  VHR inh abs: -4
  FadD28 binding: -1.4
  Rv3671c inh: 2
  BioA inh: 0.1

# Next section.
SMILES,UGM FP inh,MazEF act,BoNT-F LC inh,CCHF vOTU inh,Mtb FBA inh,GDH-TPI inh,VHR inh abs,FadD28 binding,Rv3671c inh,BioA inh
COc1ccc([N+](=O)[O-])cc1NC1C2CC3CC(C2)CC1C3 (centres undefined),-4.1,-6,11,-4,1,10,24,0.2,-1,-1.1
CSc1ccc(CN(C)C(=O)c2cccc(S(=O)(=O)N3CCN(Cc4ccccc4)CC3)c2)cc1,0.0,11,24,0,2,4,/,-1.8,1,-1.1
CNC(=O)c1cc(S(=O)(=O)N2CC(C)OC(C)C2)ccc1N1CCOCC1 (centres undefined),/,-2,0,6,1,-5,13,-3.8,/,-1.7
CCCC(=O)n1nc(-c2cccnc2)nc1NCc1ccc(OC)cc1,/,-5,1,5,-4,-2,3,-3.7,/,/
Cn1nnc(NC(=S)NC(=O)c2cccc3c(Cl)cccc23)n1,-0.9,11,3,9,7,3,17,0.1,-11,-0.8
CC(/C=N\NC(=O)CN1CCN(S(=O)(=O)c2ccc(C)cc2)CC1)=C\c1ccccc1,-0.7,4,2,6,-2,-1,-5,-6.8,2,/
Cc1cccc(N2CC(O)=C(c3nc4ccccc4n3C)C2=N)c1,-1.8,-7,-13,-1,2,3,27,-0.1,-6,0.6
O=S(=O)(/C=C/c1ccccc1)N1CCOCC1,0.4,-2,6,-16,1,8,8,-0.8,2,-1.1
O=C(O)CCc1nn2c3ccccc3n(CC(=O)c3cccs3)c2nc1=O,-0.8,6,-3,-21,25,-4,-12,-4.7,0,/
Cc1cccc(OCC(=O)Nc2ccccc2N2CCN(C)CC2)c1,-0.4,-1,-4,10,1,-6,-36,/,1,-0.7
COc1cccc(S(=O)(=O)Nc2ccc3sc(C)nc3c2)c1,-6.0,7,-3,3,-2,8,10,-3.3,-1,-0.2
Cc1ccc2nc(-c3ccc(S(=O)(=O)N4CCCCC4)cc3)cn2c1,0.3,5,-3,-35,53*,0,34,-2.1,11,/
Cc1cc(C)n(-c2cc(N3CCOCC3)nc(-c3ccccc3)n2)n1,-0.5,-5,-22,-5,-3,1,-6,-2.4,-6,-1.7
CCNC(=O)c1c(O)c2cccc3c2n(c1=O)CC3,0.8,4,-5,5,5,-1,4,-4.1,1,-0.4
COc1ccccc1CNC(=O)c1ccc2nc3[nH]c4ccccc4c3nc2c1,-0.3,-12,7,15,0,40*,48,-0.6,-56,-3.7
C/C=C/CC1(CC)C(=O)NC(=S)NC1=O,-2.3,6,4,-1,2,5,24,-1.7,-10,-2.3
O=C1c2ccccc2C(=O)N1CC1=CCS(=O)(=O)C1,-2.5,6,-5,6,1,4,17,-3.6,-3,-0.6
Cc1ccc2oc(=O)c(/C=C(\O)c3ccccc3)nc2c1,?,-56,-3,1,-4,9,27,-3.7,-1,/
O=C(CN1C(=O)C2C3C=CC(C3)C2C1=O)OCC(=O)c1ccc(Cl)c([N+](=O)[O-])c1 (centres undefined),0.2,11,8,2,-1,-1,5,-0.7,-2,-1.0
CCOC(=O)C(NC(=O)c1ccc(F)cc1)(Nc1sc2c(c1C(N)=O)CCC2)C(F)(F)F (centres undefined),2.3,6,-5,4,2,5,7,-3.4,-7,/
O=C(c1cccs1)N1C[C@H](O)[C@@H](n2cc(-c3ccc(F)cc3)nn2)C[C@@H]1c1ccccc1,/,6,1,-5,-1,-8,/,-5.9,/,4.3
COCC(=O)N(C)CC1CCCN(CCc2ccccc2OC)C1 (centres undefined),1.7,0,13,-9,2,11,9,-2.2,5,-0.6
O=C(O)c1cc(-c2ccccc2Cl)n(-c2ccc(F)cc2)n1,-0.4,12,-11,-6,-6,-11,11,-3.7,-3,1.7
CCOC(=O)C(NC(=O)c1ccccc1Cl)(Nc1ccc(C)c(C)c1)C(F)(F)F (centres undefined),1.9,-2,2,-10,-2,-7,-4,-4.6,5,/
C=CCNc1ncnc2c1cnn2-c1cccc(C)c1,2.8,5,-7,-2,10,3,15,-4.7,8,0.6
Cc1ccc(C)c(N(CC(=O)NC2CCCC2)C(=O)CNC(=O)c2cccs2)c1,-0.4,-5,-14,11,0,-2,69,-0.8,-15,0.3
O=C(Cn1cncn1)NCc1ccc(Cl)cc1,2.2,-3,-1,-1,-2,-1,7,0.3,0,/
CCS(=O)(=O)c1c([N+](=O)[O-])ncn1C,0.9,-10,-3,-1,2,2,-7,-2.7,4,/
COc1cc(/C=N/NC(=O)C(=O)NCc2ccco2)cc(Br)c1O,1.7,-5,-4,26,-2,54*,13,-0.9,1,/
CC1(c2ccccc2)O[C@@H]2C[C@H]3[C@@H]4CCC5=CC(=O)C=C[C@]5(C)[C@@]4(F)[C@@H](O)C[C@]3(C)[C@]2(C(=O)CO)O1 (some centres undefined),0.4,-15,-3,-13,0,-6,24,-10,9,1.0

# Source: PubChem
